Assay outcomes deposited in PubChem by several laboratories.
GSK3B inh: blocks human GSK3beta kinase activity | P49841 | GST-GSK3beta kinase, ADP-Glo luminescence, 60 min; stronger effect = lower value | activity score (negative = inhibition), % at 10 µM | hit rate 0.038% among 300,000 | AID 2097;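 active = more than half of replicate wells score below -50%, meaning over 50% inhibition versus plate controls; inconclusive = some replicates but at most half score below -50%; inactive = no replicate scores below -50%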;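 note: 0% = median DMSO wells and -100% = median GW8510 positive control wells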
Target sequence (P49841 whole entry, looked up): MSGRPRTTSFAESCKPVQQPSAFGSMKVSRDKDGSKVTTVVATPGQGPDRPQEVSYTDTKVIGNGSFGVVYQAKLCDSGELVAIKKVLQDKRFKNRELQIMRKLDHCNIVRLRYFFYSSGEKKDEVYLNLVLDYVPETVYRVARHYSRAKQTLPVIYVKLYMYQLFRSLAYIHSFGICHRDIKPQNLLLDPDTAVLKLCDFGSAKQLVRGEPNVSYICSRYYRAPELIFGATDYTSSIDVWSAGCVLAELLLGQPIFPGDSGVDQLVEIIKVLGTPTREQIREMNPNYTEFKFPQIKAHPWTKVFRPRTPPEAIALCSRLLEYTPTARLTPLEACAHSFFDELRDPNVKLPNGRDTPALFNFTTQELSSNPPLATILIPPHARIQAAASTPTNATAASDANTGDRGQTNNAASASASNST
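Test system: GST-tagged human GSK3beta kinase, cell-free; evaluation: activity score scaled between in-plate DMSO and GW8510 controls; measured by: ADP-Glo luminescence; incubation: 60 min reaction, RT; benchmarks: DMSO and 20 µM GW8510; reagent: peptide substrate plus 25 µM ATP (final); medium: Tris/MgCl2 kinase buffer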
aSyn 5UTR inh: 5' untranslated region of α-synuclein, MLPCN primary screen; alpha-synuclein 5'UTR reporter, inhibitor activity; hit rate 0.82% among 300,000; inhibition, % (tested at 7.5 µM); in the data active = inhibition above about 60%; inconclusive = no clear call, values can overlap the other calls;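 note: H4 neuroglioblastoma cells stably carrying SNCA 5'UTR luciferase fusion; 0% = DMSO wells and 100% = positive control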
HSF1 inh: HSF1 inhibition; activity change, negative = inhibition, % at 7.5 µM (by protocol); AID 2098; hit rate 0.77% among 300,000; NIH3T3-HGL HSE-luciferase, MG132-induced, luminescence 8 h; stronger effect = lower value;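 active = more than half of replicate wells show activity change below -50%, luminescence cut by over half; inconclusive = some wells, but at most half, below -50%; inactive = no replicate well below -50%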;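 note: luciferase reports HSF-1 transcriptional activity via heat shock element; 0% = median of DMSO wells and -100% = zero luminescence signal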
IEC-6 cytotox: kills IEC-6 intestinal cells in KLF5 counter-screen; IEC-6 cytotoxicity, luminescence viability; hit rate 0.78% among 290,000; inhibition, % at 5 µM; in the data active = inhibition above about 22%;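 note: 0% = plate median of test compound wells and 100% = cytotoxic reference compound wells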
GSK3A inh: blocks human GSK-3 alpha kinase | P49840 | ADP-Glo luminescence, 60 min | inhibition, % at 10 µM | hit rate 0.1% among 320,000 | AID 2650;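 in the data active = inhibition above about 50%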;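 note: GST-tagged GSK-3 alpha with peptide substrate and 25 µM ATP; 0% = DMSO neutral wells and 100% = GW8510 positive control wells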
Target sequence (P49840 whole entry, looked up): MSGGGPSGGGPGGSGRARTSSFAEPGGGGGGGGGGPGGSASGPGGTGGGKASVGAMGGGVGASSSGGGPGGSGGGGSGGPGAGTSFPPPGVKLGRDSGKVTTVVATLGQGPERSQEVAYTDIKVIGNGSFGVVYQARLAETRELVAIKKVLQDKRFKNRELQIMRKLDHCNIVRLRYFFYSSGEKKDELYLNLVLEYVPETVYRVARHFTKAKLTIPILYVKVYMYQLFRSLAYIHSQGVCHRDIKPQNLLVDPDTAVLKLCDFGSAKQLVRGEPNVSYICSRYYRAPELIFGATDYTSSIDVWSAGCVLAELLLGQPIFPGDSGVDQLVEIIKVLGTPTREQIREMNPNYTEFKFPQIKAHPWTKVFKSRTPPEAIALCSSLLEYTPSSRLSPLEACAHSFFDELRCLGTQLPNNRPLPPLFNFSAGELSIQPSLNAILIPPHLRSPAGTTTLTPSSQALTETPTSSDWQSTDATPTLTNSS
HSP90 inh: blocks HSP90-mediated luciferase refolding in reticulocyte lysate. Rabbit reticulocyte lysate, luciferase refolding luminescence, 3 h. inhibition, % at 5.6 µM. hit rate 0.91% among 290,000;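 active = inhibition above the screen-wide mean plus 3 SD, computed separately per campaign, cut at about 16% in these data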;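 note: 0% = DMSO wells and 100% = 60 µM geldanamycin wells; inhibitors lower the luminescence because luciferase stays unfolded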
KLF5 inh: suppresses KLF5 promoter-driven expression. DLD-1 KLF5 promoter-luciferase reporter, luminescence. inhibition, % at 5 µM. hit rate 0.23% among 290,000. AID 1700;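 active = inhibition above a per-plate limit of that plate's mean compound inhibition plus 3 SD, cut at about 60% in these data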;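 note: 0% = DMSO wells and 100% = LY294002 at 200 µM; higher means less KLF5 promoter-driven luciferase light; inactives centre near -14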
Platelet DG rel: modulates dense granule release in human platelets | human platelet-rich plasma, SFLLRN dense granule ATP release, luminescence | inhibition, %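 (compounds screened at 7.5 µM in platelet-rich plasma)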 | hit rate 0.22% among 300,000;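 active = mean replicate score, as percent of positive control, at or above 50; inconclusive = mean below 50 but at least one replicate at or above 50; inactive = mean and every replicate below 50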
Dyrk1A ADPGlo: blocks rat Dyrk1A kinase activity; Q63470; ADP-Glo luminescence, NFATc1 peptide; inhibition, % at 12.5 µM; hit rate 0.43% among 310,000; AID 504441; in the data active = inhibition above about 50%;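 note: plate controls were vehicle with enzyme for no effect and no enzyme for full effect; many of its hits are not listed in these tables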
HSF-1 act: increases HSF-1 driven luciferase reporter signal; NIH3T3-HGL HSF-1 luciferase reporter, MG132, 8 h; 100% = twice DMSO control signal; activation, % at 9 µM; hit rate 1.7% among 300,000; AID 504408;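 active = mean replicate activation of at least 50% with a set share of replicates each reaching 50%; inconclusive = only one of those two conditions met; inactive = mean below 50% and too few replicates reaching it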;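 note: 0% = median of the neutral control wells and 100% = twice that signal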
Active calls of the source: *; ? = inconclusive; / = no result given. A portion of the library; the hit share may differ from the screen's.

nr	SMILES	Dyrk1A ADPGlo	Platelet DG rel	GSK3A inh	HSF-1 act	IEC-6 cytotox	GSK3B inh	aSyn 5UTR inh	KLF5 inh	HSF1 inh	HSP90 inh
1	COc1ccc(CN2CCN(Cc3c[nH]c4ccccc34)CC2)cc1	-3	10	-3	35	7	-3	13	-28	-3	1
2	O=C(c1cnn2c1NC(c1ccc(Br)cc1)CC2C(F)(F)F)N1CCN(C23CC4CC(CC(C4)C2)C3)CC1 (stereo not drawn)	-1	13	-1	-2	-4	4	-3	-6	-2	-2
3	COc1ccc(CC(NC(C)=O)C(=O)NC2CCN(C(=O)NCc3ccccc3)CC2)cc1 (stereo not drawn)	3	6	0	1	-11	2	12	-12	5	3
4	O=C(/C=C/c1c(F)cccc1Cl)NCc1ccco1	3	7	0	24	4	-2	-54	-50	16	-1
5	O=C(OCCCN=C1NS(=O)(=O)c2ccccc21)c1ccccc1	3	3	0	6	3	3	9	-21	-2	0
6	CCCc1ccc(Oc2cc(N3CCOCC3)nc(-c3ccccc3)n2)cc1	-10	?	-1	-5	-3	4	26	-1	-5	1
7	O=C1Nc2ccccc2N(O)N1c1cc(-c2ccccc2)[nH]n1	-4	-8	-3	40	1	2	12	-11	28	1
8	O=C1c2ccccc2C(=O)N1CN(C(=O)c1ccccc1)c1ccc(O)cc1	5	-1	-1	45	0	1	0	1	15	1
9	COc1ccc2c(c1)C(C)=CC(C)(C)N2C(=O)CSc1nnc(-c2ccc(C)cc2)o1	0	2	0	4	0	4	-20	-17	6	1
10	CCCC(=O)Nc1ccc(NC(=O)C2CC2)cn1	-1	/	-17	-15	-5	-2	-45	-33	-7	-2
11	COc1cccc(C(C(=O)NC(C)(C)C)N(C(=O)CCC(=O)Nc2cc(C)on2)C(C)C)c1OC (stereo not drawn)	3	1	-1	8	1	-1	0	-1	-6	4
12	Cc1ccc(NC(=O)CCn2c(=O)[nH]c3ccsc3c2=O)cc1F	-2	-4	1	10	2	0	9	-15	6	-1
13	CC(C)N1CCC(N2CCN(Cc3ccc(C#CC(C)(C)O)s3)CC2CCO)CC1 (stereo not drawn)	-5	-3	1	-3	-11	4	-30	-26	-8	-3
14	Cc1nn(CC(=O)NC(C)c2ccccc2)c(C)c1[N+](=O)[O-] (stereo not drawn)	/	2	-1	20	-6	0	-4	-8	1	-3
15	CCOC(=O)C(C)Oc1cccc2c(=O)n(CC(=O)NCc3ccc4c(c3)OCO4)ccc12 (stereo not drawn)	10	-5	-1	-13	18	1	65*	17	-15	-3
16	CCC(=O)N1CCc2cc(Br)cc(S(=O)(=O)NCCN3CCCCC3C)c21 (stereo not drawn)	-1	1	-2	-2	2	0	8	-16	-2	1
17	CCOC(=O)c1c(C)[nH]c(C(=O)C(C)Cl)c1C (stereo not drawn)	-2	8	-3	1	1	-2	4	-13	0	-3
18	CN(C)CCCNS(=O)(=O)c1ccc(NC2CCCCCC2)c([N+](=O)[O-])c1	2	2	0	-8	16	0	-30	-31	-12	5
19	Cc1ccc(S(=O)(=O)c2nc(-c3ccccc3)oc2NCCN2CCOCC2)cc1	-1	9	0	-3	-1	3	-24	2	-3	-1
20	COc1ccccc1NC(=O)/C(C#N)=C/c1cccn1C	2	9	-1	10	/	-1	-61	/	5	/
21	O=C(Cc1nc(=O)c2ccccc2s1)Nc1ccccc1	-10	3	0	49	-7	1	-105	-137	25	2
22	Cc1ccccc1NC(=S)NNC(=O)c1ccoc1C	8	2	-1	6	3	2	-34	-83	7	0
23	CCN1C(=O)C(CC(=O)Nc2ccc(OC)cc2)N(CCc2ccccc2)C1=S (stereo not drawn)	0	/	-4	/	-4	2	/	-38	/	1
24	Cc1ccccc1NC(=O)Cn1cccc1	-5	-7	2	4	-4	2	5	-10	-5	-4
25	COC(=O)C1CCN(C(=O)CN2C(=O)c3ccccc3S2(=O)=O)CC1	-6	17	0	-3	/	-4	2	/	-3	/
26	O=C(Nc1cccc(C(F)(F)F)c1)c1cc2ncc(Br)cn2n1	-3	9	-2	-1	2	/	-10	1	-4	0
27	Cc1ccc(/C(O)=C2\C(=O)C(=O)N(CC(C)O)C2c2ccc(N(C)C)cc2)cc1 (stereo not drawn)	5	1	-5	0	1	0	4	-24	4	-4
28	COc1ccc(-n2nnc3c(SCc4ccccc4)ncnc32)cc1	-1	5	-3	19	1	1	-39	-43	7	2
29	CC(=O)c1c(C)n(CC(=O)NCc2ccco2)c2ccccc12	0	-6	-2	-1	-7	1	-14	-36	-5	-2
30	CCc1c(C)sc(NC(=O)c2cccs2)c1C(N)=O	/	1	-1	40	1	3	-151	-103	7	-3
31	O=C(Oc1ccc(C(=S)N2CCOCC2)cc1)c1ccc([N+](=O)[O-])cc1[N+](=O)[O-]	0	19	-1	6	-7	1	3	-11	-3	0
32	CCCCn1c(N)c(N(CC)C(=O)/C=C/c2ccco2)c(=O)[nH]c1=O	/	4	0	9	-4	-2	11	-28	4	-3
33	CCN(CC)CCNC(=O)c1ccc(NC(=O)c2ccc(F)cc2)cc1	1	22	2	-5	6	3	2	-30	-8	4
34	O=C(Cc1cccs1)NNC(=O)c1ccc(F)cc1	-3	0	0	-3	5	-3	-7	-10	-6	5
35	O=c1n(-c2ccccc2)c(=O)n2n1CCC2	5	-1	-1	-8	2	0	24	-5	-7	2
36	CCN(CC(=O)NCc1ccc(F)cc1)C(=O)c1ccc(C(=O)c2ccccc2)cc1	0	12	0	24	4	1	-2	-7	8	1
37	CCCCn1c(N)c(N(CCOC)C(=O)C2CCN(S(=O)(=O)c3ccc(C)cc3)CC2)c(=O)[nH]c1=O	18	-22	-1	-11	/	1	-18	/	-7	/
38	Cc1ccc([N+](=O)[O-])cc1S(=O)(=O)Nc1ccc(C(=O)NCc2ccccn2)cc1	5	-3	0	-2	/	-4	-15	/	-4	/
39	NNC(=O)c1cccnc1Oc1ccccc1	8	12	-1	-11	-4	0	-1	-24	0	0
40	CC(C)c1cc(C(=O)NCc2cccnc2)no1	-2	2	-2	-9	-2	-1	-25	-42	-7	12
41	CC(=O)c1ccc(NC(=O)c2cnn3ccccc23)cc1	4	27	1	-59	10	-4	79*	54	?	42*
42	O=C1NC2(CCc3ccccc3C2)C(=O)N1CCOc1cccc(Cl)c1 (stereo not drawn)	-6	-9	/	-3	-4	4	-3	8	-1	6
43	O=C(CN1C(=O)COc2ccc(Cl)cc21)Nc1ccc(N2CCOCC2)cc1	/	-4	-1	-3	-1	0	-6	-36	5	-3
44	c1ccc(-c2ncnc3cc4n(c23)CCC4)cc1	14	3	9	-3	-3	0	27	-9	-7	2
45	O=C1C2CC(O)CN2C(=S)N1Cc1ccccc1 (stereo not drawn)	/	-2	-1	-9	1	0	-31	-12	10	-4
46	O=C(C1CC1)N1CCN(c2ccc([N+](=O)[O-])cc2)CC1	/	9	-5	10	/	0	3	/	2	/
47	O=C(NCCc1ccccc1)C1CCCN1C(=O)Nc1cccc(Cl)c1 (stereo not drawn)	/	5	0	6	-3	4	-6	-43	0	-2
48	COc1ccc(-c2cc(C(=O)OCC(=O)Nc3cc(C)on3)c3ccccc3n2)cc1OC	-6	-1	-1	/	5	-5	-30	-6	/	1
49	O=C(Nc1ccon1)c1ccccc1Cl	-2	-1	-8	5	3	-2	-9	-17	-8	0
50	CCn1cc(C(=O)Nn2cnnc2)c(=O)c2ccc(C)nc21	1	0	7	0	/	0	-3	/	1	/
51	CN(CC(=O)Nc1cccc(F)c1)C(=O)c1ccncc1	/	-5	-4	4	1	-3	12	-29	-4	1
52	Clc1nc(-c2ccccc2)c2ccccc2n1	-1	0	-1	-11	8	0	13	4	-8	1
53	CCOC(=O)N1CCN(S(=O)(=O)c2ccc(C(=O)Nc3nnc(C)o3)cc2)CC1	0	0	0	/	-13	-1	4	-4	/	-3
54	O=C(NCc1ccco1)c1ccc2c(=O)n(Cc3ccco3)c(SCC(=O)N3CCCC3)nc2c1	2	/	2	/	-2	/	/	-9	/	0
55	O=C(c1cccs1)N(Cc1cccc(F)c1)C1CCS(=O)(=O)C1 (stereo not drawn)	-6	0	-3	5	2	1	16	-16	0	-3
56	O=C(NC1=NCCS1)c1ccccc1	1	1	-1	5	2	-4	-45	-53	-5	1
57	O=C(c1c(O)c2ccccc2oc1=O)C1CCCCC1	-2	2	-6	32	-4	0	0	-4	3	-4
58	CC(C)(C)c1ccccc1OCC(=O)NCc1ccccc1	/	3	-2	-40	-7	3	-1	-33	-34	1
59	c1cnc(SCCOc2ccc3c(c2)CCC3)nc1	-3	3	-3	57*	-2	-2	-111	-123	26	1
60	CCOC(=O)c1c(NC(=O)CC(C)C)sc(C(C)=O)c1C	8	2	0	-8	-1	3	12	-19	-11	0

Continuation.
nr	SMILES	Dyrk1A ADPGlo	Platelet DG rel	GSK3A inh	HSF-1 act	IEC-6 cytotox	GSK3B inh	aSyn 5UTR inh	KLF5 inh	HSF1 inh	HSP90 inh
61	Cn1ncc([N+](=O)[O-])c1C(=O)Nc1ccccc1C(=O)O	38	5	-2	8	-4	0	4	-7	-4	0
62	CN(C)C(=O)CSc1ncnc2scc(-c3ccccc3)c12	9	0	1	1	0	-2	8	-25	-9	3
63	Cn1c(=O)[nH]c(=O)c2c1nc(CN1CCOCC1)n2CCCO	-6	10	3	-1	-4	0	16	-15	-2	4
64	Cc1sc2ncnc(N3CCC(C(=O)NNC(=O)c4ccc(F)cc4)CC3)c2c1C	17	34	4	-18	/	-6	2	/	-3	/
65	O=C(Nc1ccc(S(=O)(=O)N2CCCCC2)cc1)c1ccccc1F	13	18	0	-21	0	1	10	-16	4	-4
66	Cc1nn(Cc2ccc(F)cc2)c(C)c1NC(=O)c1cnn2cccnc12	3	11	-1	20	0	6	-7	-13	4	6
67	CC1CN(C(=O)Nc2ccc3c(c2)OCO3)CC(C)O1 (stereo not drawn)	-3	-4	1	1	3	-3	-152	-78	-4	5
68	O=C(N/N=C/c1ccc(-c2cccc(C(F)(F)F)c2)o1)c1cccc(F)c1	1	-7	-2	7	-1	-2	26	-19	1	-2
69	CC(OC(=O)c1ccc(S(=O)(=O)N(C)C)cc1)C(=O)Nc1ccc(Cl)cn1 (stereo not drawn)	-3	1	1	-16	-14	0	-24	1	-1	-3
70	Cc1ccc(Oc2ncccc2COC(=O)Nc2ccccc2C)cc1	-6	1	-2	-5	3	3	27	-12	9	-3
71	Cc1ccc(S(=O)(=O)NCc2ccccc2)cc1C(=O)N1CCCCCCC1	/	19	-2	-13	/	0	5	/	8	/
72	O=C(N/N=C/c1cccc(Oc2ccccc2)c1)c1cccc(Br)c1	26	10	-4	-14	2	-1	3	9	-4	-1
73	COc1cccc(C(c2sc3nc(C)nn3c2O)N2CCc3ccccc3C2)c1 (stereo not drawn)	-3	-2	-1	9	-2	1	1	-8	3	2
74	C=CCn1c(SCC(C)=O)nc2scc(-c3ccc(C)o3)c2c1=O	-1	-5	0	-19	1	2	-150	-59	-11	0
75	O=C(NNc1nc2ccccc2s1)c1ccc(F)cc1	5	4	/	/	-3	-3	-46	-12	/	-1
